# RUNX1 CBFb-SMMHC – inhibitors of RUNX1 Runt–CBFb-SMMHC binding, biochemical, TR-FRET (AID 1438). TR-FRET Runt domain–CBFb-SMMHC binding, biochemical; higher % means a stronger effect. 2,200 tested, 2% active. one-dose inhibition, % at 20 µM; IC50 in µM for titrated hits; in the data active = inhibition from about 52%, or a potency from the dose series; inactive = the rest, 99 in 100 with inhibition below about 48%
# Active calls of the source: *; & = joins results of further samples.
SMILES,RUNX1 CBFb-SMMHC
O=C(O)c1ccc(-c2ccc(/C=C3\NC(=O)N(Cc4ccc(Cl)cc4)C3=O)o2)cc1,-4%
Cc1cccn2c(=O)c(/C=C(\C#N)C(=O)NC3CCS(=O)(=O)C3)c(N3CCC(C(N)=O)CC3)nc12 (stereo not given),48%
COC(=O)c1cc(=O)n2c(sc3ccccc32)c1C#N,-24%
CCCCCCc1cc2cc(C(=O)NC)c(=N)oc2cc1O,44%
COc1ccccc1[C@@H]1C(c2cccc(Cl)c2)=NN(c2ccccc2)[C@H]1C(=O)N1CCOC1=O,20%
O=C(NCc1ccco1)c1ccc2nc3sc4c(c3c(=O)n2c1)CCCC4,48%
O=c1c2ccccc2[nH]c2ccccc12,45%
N=c1oc2ccc3ccccc3c2cc1-c1nnc2n1CCCCC2,6%
CN(C)S(=O)(=O)c1cccc(NC(=S)N/N=C/c2cc(Br)ccc2O)c1,-13%
Cc1nc2c(c(=O)n1Cc1ccco1)c1nc3ccccc3nc1n2Cc1ccccc1,81%*
CC(=O)Nc1ccc2nc3ccccc3nc2c1,-9%
COC(=O)C1=CNC=C(C(=O)OC)C1c1cccc(OC)c1,28%
CCCN1C2=C(C(=O)CCC2)C(c2ccc(O)c(Br)c2)C2=C1CCCC2=O,24%
COCCNS(=O)(=O)c1ccc2c3c(cccc13)C(=O)N2C,-3%
Cc1ccc(S(=O)(=O)c2cc3c(=O)n4cc(C)ccc4nc3n(CC3CCCO3)c2=N)cc1 (stereo not given),47%
COC(=O)C1=C(C)NC2=C(C(=O)CC(C)(C)C2)C1c1ccccn1 (stereo not given),34%
Cc1ccc(-c2ccc(CCC(=O)O)n2NC(=O)c2cccs2)cc1,-4%
Cc1cccn2c(=O)c3cc(C(=O)NC4CCCC4)c(=N)n(C4CCCC4)c3nc12,5%
Cc1cc(C)c2c(=O)n(CC(=O)Nc3cccc(Cl)c3C)sc2n1,-1%
Cc1ccc(CSC2=Nc3ccccc3C3=NC(=O)CN23)cc1,-9%
Cc1ccc2nc(SC(C)C(=O)N3CC(C)OC(C)C3)[nH]c2c1 (stereo not given),-8%
CCCCCCc1cc2cc(C(=O)Nc3cccc(OC)c3)c(=O)oc2cc1O,15%
Cc1[nH]n(-c2ccccc2)c(=S)c1C=Nc1ccc([N+](=O)[O-])cc1,-47%
O=C(O)CCc1ccc(-c2cccs2)n1NC(=O)c1ccccc1Br,7%
COCCCn1c(=N)c(C(=O)NCC2CCCO2)cc2c(=O)n3cccc(C)c3nc21 (stereo not given),-4%
Cc1ccc2nc(N3CCN(C(=O)c4cccs4)CC3)c(C#N)cc2c1,-18%
COc1cc2ccc(=O)oc2c(O)c1OCC=C(C)C,16%
COc1ccc(N)cc1C#N,-3%
O=C(O)c1ccc(-n2c(-c3cc(-c4ccco4)[nH]n3)n[nH]c2=S)cc1,-9%
COc1ccc(CCn2c(=N)c(C(=O)NCc3ccco3)cc3c(=O)n4cccc(C)c4nc32)cc1,22%
COc1ccc(-n2c(O)c(C=Nc3ccccc3)c3ccccc3c2=O)cc1OC,-9%
CCN1/C(=C/C(=O)c2ccco2)Sc2ccccc21,15%
O=c1cc(CSc2nc3ccccc3c(=O)[nH]2)c2ccc(O)cc2o1,-58%
COCCNc1cc(C)nc2c3c(C)cc(C)nc3nn12,23%
Cc1cc(NC(=O)CSc2ncnc3sccc23)no1,-9%
COc1cc(C2NCC(c3ccc(Cl)cc3Cl)c3c2[nH]c2ccccc32)cc(OC)c1OC (stereo not given),20%
CCCCNC(=O)c1cc2c(=O)n3cccc(C)c3nc2n(CCN2CCOCC2)c1=N,14%
Cc1cn2c(N)c(C=C3C=C(Cl)C(=O)C(Cl)=C3)c(=O)nc2s1,-8%
CCCn1c(=N)c(S(=O)(=O)c2ccccc2)cc2c(=O)n3ccccc3nc21,-7%
COCCNC(=O)Cn1cc(S(=O)(=O)N2CCN(c3ccccc3F)CC2)c2ccccc2c1=O,-9%
Cc1ccc2nc(NCCCN3CCOCC3)c(C=NCCCN3CCOCC3)c(=O)n2c1,35%
CCc1ccc(C2=CC(c3cc(Br)ccc3F)n3ncnc3N2)cc1 (stereo not given),36%
CCOC(=O)Cn1ncc(-c2ccccc2)c1N,1%
C=CCn1c(=N)c(C(=O)OC)cc2c(=O)n3cccc(C)c3nc21,45%
Cn1c(C(=O)NCC2CCCO2)cc2c(=O)n3ccccc3nc21 (stereo not given),6%
CCCCCCc1cc2cc(S(=O)(=O)c3ccc(Cl)cc3)c(=O)oc2cc1O,12%
CC1=C(C(=O)OCC2CCCO2)C(c2ccc(C)cc2)C2=C(CC(C)(C)CC2=O)N1 (stereo not given),-10%
CC(C)NC(=S)NNc1nc2ccccc2s1,-10%
CCOC(=O)N1CCN(c2nc3ccccc3nc2C(C#N)S(=O)(=O)c2ccc(C)cc2)CC1 (stereo not given),40%
Cc1ccc(-n2c3nc(=O)n(C)c(=O)c-3cc3ccccc32)cc1,0%
# Next section:
SMILES,RUNX1 CBFb-SMMHC
O=C(c1ccccc1)c1cnc(Nc2ccc(Cl)c(Cl)c2)s1,30%
CCCCCCc1cc2cc(C(=O)OCC)c(=O)oc2cc1O,-10%
C(=N\n1cnnc1)/c1ccc(N2CCOCC2)s1,4%
COCCCNC(=O)c1c(N)n(-c2ccccc2)c2nc3ccccc3nc12,-7%
CCCOC(=O)C1=C(C)NC2=C(C(=O)CCC2)C1c1cccc(OC)c1OC (stereo not given),18%
COc1ccc(/C=C2\CCCc3c2nc2ccccc2c3C(=O)O)cc1OC,-12%
N=c1c(C(=O)NC2CCCC2)cc2c(=O)n3ccccc3nc2n1CCN1CCOCC1,22%
Cc1c2c(n3c(nc4ccccc43)c1C#N)N(CCN(C)C)CC2,-12%
CNC(=O)/C(C#N)=C/c1c(N(Cc2ccccc2)Cc2ccccc2)nc2ccccn2c1=O,19%
O=C1/C(=C/N(C(=O)c2ccco2)c2ccc(Br)cc2)Sc2ccccc21,-3%

# Part of the list above, set out differently.
structure	RUNX1 CBFb-SMMHC
O=C(c1ccccc1)c1cnc(Nc2ccc(Cl)c(Cl)c2)s1	30%
CCCCCCc1cc2cc(C(=O)OCC)c(=O)oc2cc1O	-10%
C(=N\n1cnnc1)/c1ccc(N2CCOCC2)s1	4%
COCCCNC(=O)c1c(N)n(-c2ccccc2)c2nc3ccccc3nc12	-7%
CCCOC(=O)C1=C(C)NC2=C(C(=O)CCC2)C1c1cccc(OC)c1OC (stereo not given)	18%
COc1ccc(/C=C2\CCCc3c2nc2ccccc2c3C(=O)O)cc1OC	-12%
N=c1c(C(=O)NC2CCCC2)cc2c(=O)n3ccccc3nc2n1CCN1CCOCC1	22%

# Returning to the listing with the five entries that preceded the break.
SMILES,RUNX1 CBFb-SMMHC
COc1ccc(/C=C2\CCCc3c2nc2ccccc2c3C(=O)O)cc1OC,-12%
N=c1c(C(=O)NC2CCCC2)cc2c(=O)n3ccccc3nc2n1CCN1CCOCC1,22%
Cc1c2c(n3c(nc4ccccc43)c1C#N)N(CCN(C)C)CC2,-12%
CNC(=O)/C(C#N)=C/c1c(N(Cc2ccccc2)Cc2ccccc2)nc2ccccn2c1=O,19%
O=C1/C(=C/N(C(=O)c2ccco2)c2ccc(Br)cc2)Sc2ccccc21,-3%
COc1cc(NC(=S)NNC(=O)CC(C)C)c(OC)cc1Cl,-1%
Cc1ccc(C(=O)NCCn2c(N)c(C#N)c3nc4ccccc4nc32)cc1,29%
COc1ccc(OC)c(NC(=O)c2cc3c(=O)n4ccccc4nc3n2C)c1,-18%
Cc1cccc(/C=N/c2sc3c(c2C#N)CCN(Cc2ccccc2)C3)c1O,18%
O=C(O)Cn1c(O)c(C=Nc2ccccc2)sc1=S,-5%&-12%
CCC(C)(C)NC(=O)CN(C(=O)CCC(=O)Nc1cc(C)ccn1)c1ccc2c(c1)OCO2,-2%
COc1ccc(Cl)cc1C(=O)NNC(=O)CSc1nnc2ccccn12,-5%
Cn1c(NNC(=O)c2ccc(C(C)(C)C)cc2)cc(=O)n(C)c1=O,37%
O=C(Nc1cc2c(=O)n(-c3ccc(Oc4ccccc4)cc3)ccc2oc1=O)c1ccccc1,5%
O=C(CN1CCCC1)Nc1c2c(nc3ccccc13)N(Cc1ccccc1)CC2,9%
COCCCn1c(=NC(=O)c2ccc3c(c2)OCO3)c(C#N)cc2c(=O)n3cccc(C)c3nc21,48%
Nc1nnc(-c2cc3c(ccc4ccccc43)oc2=O)s1,-11%
N#C/C(=C\c1cn(Cc2ccccc2F)c2ccccc12)C(=O)NCc1ccco1,19%
CCN(CC)c1ccc2cc(S(=O)(=O)c3ccc(C)cc3)c(=O)oc2c1,-32%
O=C(CCc1ccccc1)Nc1ncc([N+](=O)[O-])s1,5%
COc1ccc(C(=O)Nc2sc3c(c2C#N)CCN(C(C)=O)C3)cc1,-8%
COCCNC(=O)/C(C#N)=c1\s/c(=C\c2ccccc2OC(F)F)c(=O)n1Cc1ccccc1,-181%
CN1CCc2c(sc3c2C(=O)NC(/C=C\c2ccccc2)N3)C1 (stereo not given),-4%
CN(C)c1ccc(/C=C/c2ccc3ccccc3n2)cc1,-3%
CNc1nc(-c2ccccc2)cc(C(F)(F)F)c1C#N,6%
Cc1ccc2nc3c(cc2c1)c(NC(=O)C1CCCO1)nn3CC(C)C (stereo not given),31%
Cc1ccc(CNC(=O)/C(C#N)=C\c2ccc(N(C)C)cc2)cc1,-20%
Cc1cccc(C(=O)/C=C2/c3ccccc3CC(C)(C)N2C)c1,0%
COc1ccc(OC)c(/C=C/C(=O)N2C(=O)c3cccc(N)c3C2=O)c1,49%
CCCCn1c(NC(=O)c2ccc(Br)o2)c(S(=O)(=O)c2ccccc2)c2nc3ccccc3nc21,33%
CCOCCCn1c(=NC(C)=O)c(C#N)cc2c(=O)n3cccc(C)c3nc21,-16%
CC(C)c1ccc(/C=C2\Oc3c(ccc(O)c3CN3CCN(C)CC3)C2=O)cc1,-11%
COc1cccc(CC(=S)N2CCOCC2)c1,-6%
c1ccc2c(C[n+]3csc4ccccc43)cccc2c1,19%
CCN(CC)c1ccc(/C=N/NC(=O)c2ccc3nc[nH]c3c2)c(O)c1,8%
C/C(=N/NC(=O)c1cccs1)c1c(C)[nH]n(-c2nc3ccccc3s2)c1=O,0%
CCNC(=O)/C(C#N)=C/c1c(N2CCOCC2)nc2ccccn2c1=O,23%
Cc1nc(Cl)c2c(n1)NC1=C(O2)C(=O)CCC1,10%
N=c1c(C(=O)NCc2ccco2)cc2c(=O)n3ccccc3nc2n1Cc1ccccc1,65%*
Cc1ccccc1-n1c2nc(=O)n(C)c(=O)c-2cc2ccccc21,-6%
CCN1CCc2nc(NC(=O)c3ccc4c(c3)OCCO4)sc2C1,-8%
c1ccn2cc(-c3ccc4c(c3)OCO4)cc2c1,-16%
CC(=O)Nc1ccc(S(=O)(=O)Nc2nc3cc4c(cc3nc2Cl)OCCO4)cc1,-8%
CCOC(=O)c1cc2c(=O)n3ccccc3nc2n(Cc2ccco2)c1=NC(=O)c1cccc(OC)c1,-10%
Cn1nnnc1SCC(=O)NNC(=O)c1ccc(Cl)cc1,-7%
CCCCn1c(=O)nc2n(-c3ccc(Cl)cc3)c3ccccc3cc-2c1=O,32%
Cc1ccc2cc(C#N)c(NCCNC(=O)C3CCC3)nc2c1C,38%
CCN1C(=O)c2cccc3c(S(=O)(=O)NCC4CCCO4)ccc1c23 (stereo not given),-12%
Cc1cc(-n2c(C)cc(C(=O)CSc3ncnc4ccccc34)c2C)no1,1%
COc1cc(C2Nc3ccccc3NC3=C2C(=O)CC(c2ccc(OC)c(OC)c2)C3)ccc1O (stereo not given),-6%
O=C(Oc1c(-c2ccco2)oc2ccccc2c1=O)c1cccnc1,17%
COc1ccc(/C=C(\C#N)C(=O)Nc2cccc3ncccc23)cc1OC,-12%
COc1cccc2sc(Nc3nc(C)c(C(C)=O)s3)nc12,10%
CNc1sc(C(=O)c2cccs2)c(N)c1-c1nc2ccccc2s1,36%
CCC(=O)c1ccc(/C=C/c2nc3ccccc3n2C)o1,-9%
# Going on with the list.
SMILES,RUNX1 CBFb-SMMHC
CN1CCc2c(sc(N)c2C(=O)O)C1,-3%
COc1ccc(-c2nnc3sc(CCN4C(=O)c5ccccc5C4=O)nn23)cc1,-5%
CCN(CC)Cc1c(O)ccc2c(C)c(CC(=O)OC)c(=O)oc12,13%
O=C1OC(c2ccccc2)=N/C1=C\C=C\c1ccccc1[N+](=O)[O-],-3%
O=c1c2ccccc2sc2ccc(Cl)cc12,-284%
Cc1ccc(-n2sc3ccccc3c2=O)cc1,13%
CCN1CCc2nc(NC(=O)CC(c3ccccc3)c3ccccc3)sc2C1,-9%
CCOCCCNC(=S)N1CCCN(c2nc3cc(C)c(C)cc3cc2C#N)CC1,46%
O=c1oc2c(CN3CCOCC3)c(O)ccc2c2c1CCC2,14%
COCCCn1c(=O)/c(=C\c2ccc(OC(F)F)c(OC)c2)s/c1=C(/C#N)C(N)=O,-10%
COc1ccc2nc(Nc3sc4c(c3C(N)=O)CCCC4)sc2c1,45%
Cc1cc(C)c[n+](-c2nc3ccccc3nc2[N-]S(=O)(=O)c2ccc(Br)s2)c1,-37%
O=C(c1ccccc1Oc1nnnn1-c1ccccc1)N1CCOCC1,-7%
Cc1ccc(C(c2nnnn2Cc2cccs2)N2CCN(C(=O)c3ccco3)CC2)cc1 (stereo not given),2%
COc1ccccc1CN(C)C(=O)C1COc2ccccc2O1 (stereo not given),-6%
CC1(c2ccc(OC(F)F)cc2)NC(=O)N(/N=C/c2c(O)ccc3ccccc23)C1=O (stereo not given),-3%
CC(=O)c1sc2nc(C)c3c(c2c1N)CCCC3,-8%
Cc1c(Cl)c(=O)n2c(=O)c(Cl)c(C)n12,-7%
Cc1cc(O)ccc1N/C=C(\C#N)c1nc2ccccc2o1,8%
CCOC(=O)c1cc2c(=O)n3ccccc3nc2n(CC(C)C)c1=NC(=O)c1c(-c2c(F)cccc2Cl)noc1C,28%
O=C1C=CC(=O)N1c1cccc(-c2ccccc2)c1,-6%
N#C/C(=C\c1c(N2CCCCCC2)nc2ccccn2c1=O)C(=O)NC1CCS(=O)(=O)C1 (stereo not given),35%
Cn1cc(CN2CCN(Cc3ccccc3)CC2)c(-c2cccc(Cl)c2)n1,-6%
CNC(=S)N/N=C/C1=CCC2CC1C2(C)C (stereo not given),-9%
N=c1oc2cc(O)ccc2cc1C(=O)Nc1ccccn1,18%

# Source: PubChem BioAssay

# These rows are one share of the data. The share of hits here may be higher or lower than overall.
